APJ agonist – activates the human apelin receptor APJ. activation, % at 20 µM. CHO-K1 APJ PathHunter beta-arrestin, luminescence; 0% DMSO wells, 100% apelin. 330,000 tested, 0.11% active. P35414. AID 2520;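 active means activation more than six SD over the plate average, tested at 20 µM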;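 further: 0% = DMSO alone and 100% = apelin-13 at 10 nM; some results filed as inactive read as strong as hits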
Target sequence (P35414 whole entry, looked up): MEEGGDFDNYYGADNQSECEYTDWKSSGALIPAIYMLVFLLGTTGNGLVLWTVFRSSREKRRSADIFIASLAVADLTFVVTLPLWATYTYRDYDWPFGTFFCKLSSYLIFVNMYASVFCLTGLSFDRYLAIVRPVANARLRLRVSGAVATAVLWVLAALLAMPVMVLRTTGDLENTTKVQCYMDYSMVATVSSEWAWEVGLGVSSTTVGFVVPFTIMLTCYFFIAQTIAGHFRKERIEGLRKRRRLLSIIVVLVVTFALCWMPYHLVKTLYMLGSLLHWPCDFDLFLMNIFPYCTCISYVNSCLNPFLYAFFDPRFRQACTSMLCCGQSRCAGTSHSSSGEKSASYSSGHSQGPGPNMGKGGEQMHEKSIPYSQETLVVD
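Test system – PathHunter CHO-K1 APJ (AGTRL-1) beta-arrestin reporter cells · Input – 1000 cells/well · Compound – single test compound dose, 20 µM final, 1% DMSO · Times – compound stimulation 90 min at 25 °C, detection 60 min · Technique – beta-gal luminescence · Read-out basis – APJ–arrestin association signal · Control set – negative DMSO alone, positive Apelin-13 at 10 nM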
tim10-1 inh – inhibits growth of tim10-1 mutant yeast. S. cerevisiae tim10-1 ts strain growth, BacTiter-Glo, 24 h. inhibition, % at 20 µM. 330,000 tested, 2.2% active. AID 463190;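 active means inhibition of at least 40%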;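 further: mutant grown at 25 °C; 0% = DMSO wells with yeast and 100% = wells holding no yeast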
NALP3 yeast inh – blocks the NALP3 inflammasome reconstituted in yeast | Yeast reconstituted NLRP3/ASC/caspase-1, beta-gal luminescence, 24 h | 330,000 tested, 0.39% active | inhibition, % at 10 µM;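 active means inhibition of 50% or more; inactive means inhibition below 50%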;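 further: plate controls were induced DMSO wells for no effect and uninduced yeast grown without galactose for full effect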
beta cell repl – MIN6 beta-cell proliferation induction; MIN6 cells proliferation, ATPlite luminescence, 48 h; cells starved in 0.2% serum; 100% = growth in 10% serum; proliferation, % at 10 µM; 330,000 tested, 0.29% active; AID 2380;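 active means compounds whose signal lies at least 3.5 SD above the mean of all wells on their plate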;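 further: 0% = DMSO-treated cells in low-serum medium and 100% = 10% serum control; some compounds called inactive have numbers as strong as hits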
NR3A LBD binder – NR3A (human) ligand-binding domain modulation | NR3A LBD differential scanning fluorimetry, Tm shift; 0% = protein alone, 100% = glycine-bound protein | Tm shift relative to glycine control, % at 25 µM | 340,000 tested, 2.5% active;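 active means melting temperature shift of at least 10% of the positive control shift, at one fixed dose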
APJ antagonist – antagonists of human APJ apelin receptor | inhibition, % at 20 µM | CHO-K1 APJ beta-arrestin complementation, luminescence | 330,000 tested, 0.32% active | AID 2521;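 active means inhibition above about 40% at 20 µM, limit read from the data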;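 further: cells challenged with 10 nM apelin-13 agonist together with compound; plate controls were apelin-13 plus DMSO wells for no effect and DMSO wells lacking apelin-13 for full effect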
tim23-1 inh – tim23-1 yeast growth inhibition. S. cerevisiae tim23-1 growth, BacTiter-Glo luminescence, 24 h. inhibition, % at 20 µM. 330,000 tested, 1.3% active. AID 463212;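 active means growth inhibition of the mutant yeast at or above 50%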;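 further: temperature-sensitive mutant grown at 25 °C; plate controls were DMSO-treated mutant yeast for no effect and medium wells lacking yeast for full effect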
TIM10 inh – TIM10 yeast growth inhibition; inhibition, % at 10 µM; S. cerevisiae TIM10 strain growth, BacTiter-Glo luminescence, 24 h; 330,000 tested, 1.4% active;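 active means inhibition of 40% or more at the single tested concentration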;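 further: wild-type TIM10 isogenic control strain grown at permissive 25 °C; 0% = DMSO yeast wells and 100% = minimal medium wells without yeast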
MPTP block – blocks calcium-induced mitochondrial swelling | isolated mouse mitochondria, Ca2+ swelling absorbance, 30 min | 360,000 tested, 1.4% active | inhibition, % at 10 µM;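 active means inhibition of 50% or more, scaled per plate between neutral and stimulator controls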;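 further: 0% = DMSO wells given calcium and 100% = 1 mM EGTA wells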
The depositor's hits bear a star; · = no result given.

SMILES	APJ agonist	tim10-1 inh	NALP3 yeast inh	beta cell repl	NR3A LBD binder	APJ antagonist	tim23-1 inh	TIM10 inh	MPTP block
COc1cc(NS(=O)(=O)c2ccc3c(c2)C(C)(C)C(=O)N3C)cc(OC)c1	0	-2	-5	2	3	4	3	5	-1.3
O=S(=O)(NC(=NCc1ccccc1)c1ccccc1)c1ccccc1	-3	20	-5	0	0	-7	6	2	-0.9
CCCN(CCC)c1ccc(/C=N/NC(=O)CN2CCOCC2)cc1	-4	17	1	-4	-4	4	7	6	-0.7
Cc1cc2ncn(S(=O)(=O)N(C)C)c2cc1C	-1	10	23	1	0	5	-5	0	1.1
O=C(CCC(=O)Nc1ccccc1)N/N=C/c1ccccc1F	-1	5	-15	-1	1	-6	6	15	2.9
O=C(C1=COCCO1)N(Cc1nnc(-c2ccc(Cl)cc2)o1)C1CC1	-3	-6	11	-1	2	-3	8	-4	-2.3
Cc1ccc(-c2cn(S(=O)(=O)c3cccc4nsnc34)nc2N)cc1	-4	-4	6	1	-17	-14	21	-14	-0.2
CCOc1ccc(S(=O)(=O)NNC(=O)c2cc3ccccc3o2)cc1	-3	13	-2	-1	0	-4	14	17	3.3
COc1ccc(CNc2cc(C)nc3ncnn23)c(OC)c1	-2	12	5	-6	-9	19	14	5	75*
Clc1ccc(-c2nnc(-c3ccccc3)c(-c3ccccc3)n2)cc1	0	12	22	-3	2	11	11	24	1.8
O=c1c2ccccc2c2ccccc2c(=O)n1Cc1cccnc1	2	6	17	-1	·	16	10	-9	-1.3
CN1CCC(CN)(N2CCN(c3ccccc3)CC2)CC1	-2	16	5	2	1	-17	-5	-4	0.1
CCSc1nc(O)c(CC)c(=O)n1C(C)CC (centres undefined)	39*	19	0	-1	2	-19	23	5	-2.5
Oc1ccc(/C=N/Nc2nccnc2Cl)cc1	-1	47*	4	-1	-12	-7	35	30	4.5
N#Cc1ccccc1OCC(=O)C1CC1	0	14	15	-2	2	14	0	12	2.4
CC(=O)N1N=C(c2ccco2)CC1c1cc2cc(C)ccc2nc1Cl (centres undefined)	-6	4	-6	-2	0	17	15	9	1.7
Nn1cnnc1N/N=C/c1ccc(Cl)cc1Cl	2	23	-9	-1	-2	6	12	6	-0.3
NS(=O)(=O)c1ccc(NC(=S)N2CCN(C(=O)C3CCCO3)CC2)cc1 (centres undefined)	-4	-10	9	0	0	19	-6	1	-2.3
COc1ccccc1-c1c(NC(=O)C(C)C)n(C)c2ccccc2c1=O	3	-12	6	-1	1	-14	13	-6	-0.2
CCc1n[nH]c(=S)n1N=C1CCC(C)CC1 (centres undefined)	-4	5	16	0	0	0	8	6	-0.4

Ordered by molar mass (descending): seven of the compounds above.
SMILES	APJ agonist	tim10-1 inh	NALP3 yeast inh	beta cell repl	NR3A LBD binder	APJ antagonist	tim23-1 inh	TIM10 inh	MPTP block
COc1cc(NS(=O)(=O)c2ccc3c(c2)C(C)(C)C(=O)N3C)cc(OC)c1	0	-2	-5	2	3	4	3	5	-1.3
Clc1ccc(-c2nnc(-c3ccccc3)c(-c3ccccc3)n2)cc1	0	12	22	-3	2	11	11	24	1.8
O=c1c2ccccc2c2ccccc2c(=O)n1Cc1cccnc1	2	6	17	-1	·	16	10	-9	-1.3
CN1CCC(CN)(N2CCN(c3ccccc3)CC2)CC1	-2	16	5	2	1	-17	-5	-4	0.1
CCSc1nc(O)c(CC)c(=O)n1C(C)CC (centres undefined)	39*	19	0	-1	2	-19	23	5	-2.5
Cc1cc2ncn(S(=O)(=O)N(C)C)c2cc1C	-1	10	23	1	0	5	-5	0	1.1
Oc1ccc(/C=N/Nc2nccnc2Cl)cc1	-1	47*	4	-1	-12	-7	35	30	4.5

Continuation:
SMILES	APJ agonist	tim10-1 inh	NALP3 yeast inh	beta cell repl	NR3A LBD binder	APJ antagonist	tim23-1 inh	TIM10 inh	MPTP block
CCOC(=O)Cc1cc(=O)n2[nH]c(C)cc2n1	0	10	4	-2	0	-2	5	3	1.0
COCCN=C1NC(=O)C(CC(=O)Nc2cccc(Cl)c2C)S1 (centres undefined)	-1	2	8	-2	-1	9	1	5	-0.8
O=[N+]([O-])c1ccccc1Nc1cccnc1	-5	-9	8	-1	1	22	12	-2	0.8
COc1ccc(/C(O)=C2/C(=O)C(=O)N(c3ccccn3)C2c2ccc(F)cc2)cc1 (centres undefined)	-1	0	13	-2	0	18	-6	-7	-1.4
CCOc1cccc(-c2nc3c(s2)CCc2onc(-c4cccc([N+](=O)[O-])c4)c2-3)c1	-1	-23	10	-5	-3	4	-9	-13	-1.3
O=C(c1csc2ccccc12)N1CCCCCC1	-4	30	31	-5	-2	6	4	10	-0.6
COC(=O)C1CCN(S(=O)(=O)Cc2ccccc2Cl)CC1	-1	9	14	0	3	-14	22	1	-0.7
O=C(c1ccccc1Cl)N(Cc1ccccc1F)N1C(=O)CCCC1=O	-2	3	-17	2	-2	-13	7	-10	1.0
Cc1ccc(-c2nc3ccc(Cl)cc3n2OC(C)C(=O)O)cc1 (centres undefined)	1	9	14	-3	-2	-1	10	14	-1.1
c1ccc2c(c1)Cn1nnnc1-2	-2	8	-21	-1	2	9	12	-15	-0.8
OCCCC1CCCN(Cc2cn[nH]c2-c2ccc(F)cc2F)C1 (centres undefined)	-2	3	17	1	2	2	5	7	-0.4
COc1ccc(C(=O)NC2CCCc3ccccc32)c(OC)c1OC (centres undefined)	0	-1	19	0	0	12	16	3	-0.1
CN(Cc1ccccc1)C(=O)c1ncn(Cc2ccccc2)c1C(=O)N(C)Cc1ccccc1	-3	25	-3	0	-2	0	25	16	-1.8
COc1ccc(Nc2ncnc3c2c(C)c(C)n3CCCN(C)C)cc1	-2	8	8	2	-1	14	0	-6	0.6
CCN(C[C@H]1N[C@@](C)(C(=O)OC)[C@H]2C(=O)N(C)C(=O)[C@@H]12)C(=O)Nc1ccc(Cl)cc1	-1	1	-6	-3	6	14	8	13	-0.1
CCn1c(=O)c2ccccc2n(Cc2ccc([N+](=O)[O-])cc2)c1=O	-3	12	20	1	0	-14	10	-12	-0.3
Cc1ccc(C)c(C(=O)CN2C(=O)c3ccccc3S2(=O)=O)c1	1	1	5	-2	-2	-9	6	3	0.0
Cc1cc([N+](=O)[O-])nn1CCC(=O)NC1CCCCCC1	2	20	10	0	-3	0	16	5	0.3
COc1ccccc1CNC(=O)C(NC(=O)C1CCCCC1)C(C)C (centres undefined)	-1	12	-8	1	-2	9	5	1	0.7
C#CCOCCOCCOCCNc1nc(N2CCN(C(=O)[C@H](CCCCN)n3cc([C@@H](N)C(C)CC)nn3)CC2)nc(N2CCN(C(=O)[C@H](Cc3cc4ccccc4[nH]3)n3cc([C@@H](N)C(C)CC)nn3)CC2)n1 (some centres undefined)	-3	17	12	1	-1	12	-1	-4	-4.7
CCc1ccc(N2CC(C(=O)OC)CC2=O)cc1 (centres undefined)	1	2	9	4	0	-5	4	17	0.0
O=C(OCCC1Oc2cccnc2NC1=O)c1ccc(Cl)cc1 (centres undefined)	4	18	8	-1	-2	-1	-9	-11	-0.7
COc1cccc(N2[C@@H](CC(=O)O)c3cc(C(F)(F)F)ccc3S2(=O)=O)c1	2	-16	10	-6	0	-4	-1	-13	-0.7
COCOc1ccc(-c2cc(=O)c3c(O)cc(OCOC)cc3o2)cc1	-6	28	13	2	0	7	22	2	1.5
CCc1ccc(OCC(=O)O/N=C(\N)c2cccnc2)cc1	0	16	35	0	0	-2	16	3	2.8
O=C1NC(c2ccncc2)Nc2sc3c(c21)CCCC3 (centres undefined)	2	24	1	-3	1	-20	19	0	-0.6
Cc1cnc(C)c(N2CCN(Cc3cn(C)nc3-c3cccc(Cl)c3)CC2)n1	-6	30	13	3	-1	2	9	3	1.5
CCOC(=O)C1=C(C)N(c2ccccc2)C(=O)/C1=C\c1ccc(O)c(OC)c1	2	22	12	-2	0	-13	41	5	4.2
CSCCCNC(=S)Nc1ccc(N2CCOCC2)cc1N1CCOCC1	-1	2	1	-2	1	-9	-2	5	-1.0
CS(=O)(=O)N(CC(=O)O)Cc1cccc(CN(CC(=O)O)S(C)(=O)=O)c1	-1	-16	4	-1	-4	2	5	-2	-0.7
O=C(Nc1ccccc1N1CCOCC1)c1cccc(Oc2ccccc2)c1	1	8	33	-5	-1	23	13	21	1.7
Cc1ccc(/C=C/C(=O)N2CCCN(C(=O)/C=C/c3ccc(C)cc3)CC2)cc1	0	25	17	0	-9	-5	24	12	-0.4
CCN(CC)CCn1c(NC(=O)c2ccc(Cl)cc2)nc2ccccc21	-4	13	15	-2	0	-4	-12	5	2.0
Cc1ccc(Nc2nc3c(c(=O)[nH]2)CCCC3)cc1	-5	-8	18	5.8*	2	10	11	13	0.4
O=C(c1ccc(Cl)cc1)c1ccccc1C(=O)N1CCOCC1	-3	20	-5	-4	1	-15	16	20	0.0
CC(=O)c1ccc(OCCCC(=O)NC2=NCCS2)cc1	-2	9	7	-3	-1	1	0	-4	0.1
CCOC(=O)c1ccccc1Nc1cc(C)nc2nc(C)nn12	-3	5	6	3	-2	6	10	-1	0.7
Clc1ccccc1CONc1ncnc2nonc12	0	17	7	-3	-2	17	16	11	8.6
CCCn1c(SCC(=O)Nc2nc3c(s2)CCCC3)nc2c1c(=O)n(C)c(=O)n2C	0	8	3	-6	1	-8	14	6	85*
C#CCOC(=O)C[N+](C)(C)CC=C	-1	-6	-4	-1	0	11	-9	13	-0.3
COc1ccc(CN2CCNC(=O)C2CC(=O)NC2CCCCCC2)cc1C (centres undefined)	-4	10	2	0	-1	11	1	14	-1.5
Cc1ccccc1NC(=O)NC1CCCc2ccccc21 (centres undefined)	3	17	21	-2	-1	5	10	9	-2.3

Screening data deposited in PubChem by Sanford-Burnham Center for Chemical Genomics.
